# Bioassay records deposited in PubChem BioAssay by University of Kansas High Throughput Screening Laboratory.
# mHTT CaM bind: inhibitors of human mutant huntingtin-calmodulin interaction. 190,000 tested, 3.6% active. AlphaScreen His-mHTT/GST-CaM binding, luminescence. AID 1671202. inhibition, % at 15 µM. P42858;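 note: 0% = both proteins with DMSO and 100% = one protein alone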
# Pf apPOL block: Pf-apPOL DNA polymerase inhibition. Recombinant Pf-apPOL, molecular beacon fluorescence, 1.5 h. inhibition, % at 10 µM. 210,000 tested, 0.25% active. AID 1794808
# An asterisk follows results filed as active; x = not tested or not shown; & = joins results of further samples. Cut-off read from the data, not from the text of the source: active = inhibition above about 50%; inactive = the rest.
mol | mHTT CaM bind | Pf apPOL block
COc1ccc(OC)c(CCOS(=O)(=O)c2ccc(C)cc2)c1 | x | -3
CCC(C)N1C(=O)S/C(=C\c2ccc(C(=O)O)cc2)C1=O (configuration not stated) | 5 | -11
CC(C)(C)NCC(=O)N1CC(=O)Nc2ccccc21 | -3 | -7
CCNC(=O)NCC(=O)N1N=C(c2ccccc2Cl)CC1c1ccccc1F (configuration not stated) | 0 | -2
O=C(CSc1ncn[nH]1)Nc1ccc(Cl)cc1 | 4&2 | -3&2
CC1(C(=O)NC2CCCCCCC2)CCC(=O)N1CCc1ccccc1 (configuration not stated) | -2 | 5
CCCOC(=O)c1ccc(Oc2coc3cc(OCC)ccc3c2=O)cc1 | -5 | -8
COCCn1cc(C(=O)NC2CCCCCC2)c2c3ccccc3n(C)c2c1=O | 14 | -10
COc1ccc(N2C(=O)CSC23C(=O)Nc2ccc(Br)cc23)cc1 (configuration not stated) | 22 | -6
COCCN1C(=O)Cc2ccccc2C1C(=O)NCc1ccc(Cl)cc1 (configuration not stated) | 0 | -6
C=CCn1c(SCC(=O)N2CCOCC2)nc(O)c(Cc2ccccc2)c1=O | -6 | -5
O=C(Cn1cnc2c(cnn2C2CCS(=O)(=O)C2)c1=O)NCC1CCCO1 (configuration not stated) | -10 | 4
O=C(Nc1ccc(Cl)c(-c2nc3ccccc3o2)c1)c1ccc(I)o1 | 5 | 0
CCn1c(C2CCN(C(=O)c3sccc3C)C2)nc2cccnc21 (configuration not stated) | -6 | -9
CCSc1nnc2c(n1)OC(c1cc(OC)c(O)c(OC)c1)Nc1ccccc1-2 (configuration not stated) | -3 | 95*
CCOC(=O)N1CCN(C(=O)C2CCN(CC3CC=CCC3)CC2)CC1 (configuration not stated) | -10 | 2
CC1(C)OCC2(CO1)CN(C(=O)c1cccc(Br)c1)C2 | -4 | -6
COc1ccc(C2C(=C(O)c3ccccc3)C(=O)C(=O)N2CCC(=O)O)c(OC)c1 (configuration not stated) | -7 | -6
COc1cccc(CN2C(=O)CCC2(C)C(=O)NC2CCC(C)CC2)c1 (configuration not stated) | -5 | -1
CN(C)c1ccc(-n2nnnc2SCc2ccc(OC(F)(F)F)cc2)cc1 | x | 0&-28
O=C(CCn1nnc2ccccc2c1=O)NCc1ccco1 | 12 | -2
COc1ccc(OC)c(C(O)CN2CCN(c3ccc(F)cc3)CC2)c1 (configuration not stated) | 15 | 1
COc1cc(C)nc2ccc(NC(=O)Cc3ccccc3)cc12 | 9 | 0
O=C(Nc1ncc(Cc2ccccc2)s1)c1ccc([N+](=O)[O-])cc1 | 2 | 2
CC12CN3CC(C)(CN(C1)C3c1ccc(F)cc1)C2O (configuration not stated) | -3&-1 | -10&2
O=C1OC(c2cccc(Br)c2)=N/C1=C\c1cccc(Cl)c1 | 4 | -3
CC(C)(C)C(O)CCNC(=O)Cc1cccs1 (configuration not stated) | -12 | -5
COc1ccc(OC)c(CNC(=O)c2cc3c(s2)CCN(C(=O)c2ccccc2)C3)c1 | 14 | -4
CCOc1ccc2c(=O)c(Oc3cccc(OC)c3)coc2c1 | -1 | -10
O=C(Nc1ccc(NC(=O)c2cc(Br)ccc2Cl)cc1Cl)c1ccco1 | 0 | -14
Cc1ccc(CN2CCN(C(=O)C3CCc4nc(N5CCC(C)CC5)ncc4C3)CC2)cc1 (configuration not stated) | 11 | -6
COc1ccc(C(=O)NCCc2ccc(S(N)(=O)=O)cc2)cc1OC | 9 | -6
CCOC(=O)c1ccc(NC2OC(=O)c3c2ccc(OC)c3OC)cc1 (configuration not stated) | -4 | 0
C[C@H](c1ccccc1)N1C[C@H](COCc2ccccc2)Oc2cc(N3CC[C@@H](O)C3)ccc2S1(=O)=O | 54* | 11
CCOC(=O)C(C#N)=CNc1cnc(N(C)C)c(C(F)(F)F)c1 | x | -16
Cc1cc(OCc2nc(-c3cccc([N+](=O)[O-])c3)no2)cc(C)c1Cl | x | -2&-2
CC(=O)C1=C(C)NC(SCC(=O)c2ccc(Cl)c(Cl)c2)=C(C#N)C1c1cccs1 (configuration not stated) | 43 | 1
CCCS(=O)(=O)N1CCC(n2c(-c3ccc(C)cc3)nc3cccnc32)C1 (configuration not stated) | 3 | -6
COC(=O)CSC(=O)NC(=O)c1ccccc1Oc1ccc(Cl)cc1Cl | x | -2
CCN1CCN(C2(CNC(=O)C(C)C)CCCCC2)CC1 | -5 | -4
COc1cc(/C=C2\NC(=O)NC2=O)cc(Cl)c1OCCCOc1ccc(C)cc1C | 21 | -13
CSCCC1NC(=S)N(C)C1=O (configuration not stated) | -5 | x
COc1cc(Cl)c(NC(=O)C2CC(=O)N(c3cccc(NC(C)=O)c3)C2)c(OC)c1 (configuration not stated) | 16 | -3
Cc1ccc(S(=O)(=O)c2nc(Nc3nccs3)sc2Cl)cc1 | 40 | -3
O=C1C(=Cc2ccc(Cl)cc2)Oc2c1ccc(O)c2CN1CCCC1 | 23 | -37
O=C(Nc1ccccc1)C1CCN(c2ccc3ccccc3c2)C1=O (configuration not stated) | 3 | -3
Cc1cccc(C)c1OCC(O)CN1CCCC1 (configuration not stated) | 2 | 2
O=C1CC(N2CCC(O)CC2)C(=O)N1c1ccc(F)cc1 (configuration not stated) | -1 | -1
COC(CNC(=O)c1cnn2c(C)c(Cc3cccc(Cl)c3)c(C)nc12)OC | 61* | -9
O=C1N=C(N2CCCC2)S/C1=C/c1ccc(Br)cc1 | 1 | -4

# Continuation:
mol | mHTT CaM bind | Pf apPOL block
CN1CCC(NCc2ccccc2F)CC1 | -1 | -4
Cc1nnc(NC(=O)c2csc(-c3cnccn3)n2)s1 | -12 | 47
COc1ccc(CNCCC2(O)CC(C)N(C)CC2C)cc1OC (configuration not stated) | 0 | -1
O=C(Nc1ccc(F)cc1)N1CCc2nc(-c3ccccc3)ncc2C1 | -5 | -2
CCc1ccc(-c2nc(-c3ccc(-n4ccnc4)nc3)no2)cc1 | -10 | 1
CCc1ccc(C(=O)NCCc2nc3ccccc3c(=O)[nH]2)cc1 | 0 | -3
CCOc1ccc(NS(=O)(=O)c2ccc(NC(=O)c3cccs3)cc2)cc1 | 8 | -8
NCCC(Cc1ccccc1)c1ccco1 (configuration not stated) | 5 | -1
O=C(c1ccsc1)N1CCc2c(c(CO)nn2Cc2ccccc2)C1 | -1 | -9
O=c1ccc(S(=O)(=O)N2CCOCC2)cn1Cc1cccc(F)c1 | 0 | -1
Cc1ccc(S(=O)(=O)N2CCN(C(=O)CN3CCCCC3)C2C(C)C)cc1 (configuration not stated) | -6 | -4
Cn1c(CO)nc2cc(N=Cc3cc(Cl)ccc3O)ccc21 | 3 | -2
O=C(Nc1ccccc1)c1cc2c(s1)CN(C1CCCC1)C2 | -4 | -5
CCOC(=O)c1sc(NC(=O)c2cc(C)oc2C)c(C#N)c1C | -2 | 4
CCN(CC)c1ccc(CNC(=O)C2CCc3nc(N4CCC(C)CC4)ncc3C2)cc1 (configuration not stated) | 7 | -6
Cc1cccc(OCC(=O)Nc2ccccc2C(=O)N2CCCCC2)c1 | -8 | -7
CCc1cc(C(=O)O)c(NC(=O)c2cc(OC)c(OC)c(OC)c2)s1 | 4 | -3
CCN(CCCNC(=O)c1cc2cc3ccc(Cl)cc3nc2o1)c1ccccc1 | 2 | -2
Cc1c(Cl)cccc1S(=O)(=O)NC(C)Cc1ccco1 (configuration not stated) | -12 | 2
CCN1CCCn2nc(C3CCN(C(=O)c4ccc5nc[nH]c5c4)CC3)cc2C1=O | 2 | 9
COc1ccc(C=C2Oc3cc(OCC(=O)OC(C)C)ccc3C2=O)c(OC)c1OC | -2 | -10
Nc1nc(N)c2nc(CO)cnc2n1 | -2 | x
COc1ccc(C(O)=C2C(=O)C(=O)N(CCCN3CCOCC3)C2c2ccc(N(C)C)cc2)cc1 (configuration not stated) | 25 | -5
COc1ccc(NC(=O)c2c[nH]c3ccccc3c2=O)c(OC)c1 | 31 | 0
COc1cc2c(cc1OC)C(COc1cc(C)cc(C)c1)N(C(=O)C13CC4CC(CC(C4)C1)C3)CC2 (configuration not stated) | 24 | -3
Cc1cccc(Sc2nccnc2N2CCCC(C(=O)NCc3ccco3)C2)c1 (configuration not stated) | 2 | -2
CCN1c2cc(Cl)ccc2C(=O)NC12CCN(C(=O)Nc1ccc(OC)cc1)CC2 | 23 | -8
O=C(NC(=O)c1ccccc1O)c1ccoc1 | x | -8
O=C(CSc1nnc(C2CC2)n1-c1ccc(Cl)cc1)c1ccc(Cl)cc1 | x | -7
Cc1ccccc1CC(=O)N1CCC2(CC1)NC(=O)c1ccc(F)cc1N2C | -2 | -3
O=C(Cn1cccc1)N1CCC(c2nnc(-c3ccco3)s2)CC1 | -8 | 21
Cc1ccc(C)c(S(=O)(=O)Nn2cnnc2)c1 | -2&-2 | -5&-6
CCOc1cc(CN2CCN(c3ccccc3C)CC2)ccc1OC | 5 | -2
COc1ccc(-c2cc3n(n2)CCCN(S(=O)(=O)c2cccc4cccnc24)C3)cc1 | 0 | -5
COc1cc(OC)cc(C(=O)NC2C3CC4CC(C3)CC2C4)c1 (configuration not stated) | 1 | 0
CC(C)(C)c1ccc(C=C2Oc3c(ccc(O)c3CN3CCN(CCO)CC3)C2=O)cc1 | 38 | -28
COC(=C(C#N)C#N)c1c(-c2c(Cl)cccc2Cl)noc1C | x | -5
CCc1nn2c(CNC(=O)c3cccc(F)c3)c(C)nc2s1 | -1 | -1
CC(NC(=O)CCc1nc(-c2cccs2)no1)c1ccc2c(c1)OCCO2 (configuration not stated) | 1 | 0
N#Cc1cnn(-c2cccc(Cl)c2)c1-n1cccc1 | x | -8&-6
Cc1ccc(-n2nc3c(c2NC(=O)c2ccccc2F)CS(=O)(=O)C3)c(C)c1 | 0 | -1
COc1ccc(CNC(=O)C2CCCN(c3nnc4ccc(Cl)cn34)C2)cc1 (configuration not stated) | 11 | -7
Cc1oc2c(CN(C)C)c(O)ccc2c(=O)c1-c1ccc(Br)cc1 | -2 | -2
COC(=O)c1ccccc1NC=C1C(=O)OC2(CCCCC2)OC1=O | -2 | -3
Cc1nc(-c2ccccn2)nc(NC2CCN(c3ncc(C(F)(F)F)cc3Cl)CC2)c1Cl | x | -5
O=S(=O)(Nc1ccc2nc(C(F)(F)F)[nH]c2c1)c1ccccc1 | -3 | 2
CC(Oc1ccccc1)C(=O)N1CCc2c(nc3cc(-c4ccccc4)[nH]n3c2=O)C1 (configuration not stated) | 10 | 4
CC(=O)N1c2ccc(S(=O)(=O)NCc3ccccc3)cc2CC1C (configuration not stated) | -6 | -4
Cc1nn(C(=O)COc2ccc(F)cc2)c(C)c1Sc1ccc([N+](=O)[O-])cc1 | 5 | 7
Cc1cc(=O)[nH]c(-c2cnccn2)n1 | 94* | -17

# (list continues)
mol | mHTT CaM bind | Pf apPOL block
Cc1ccc(N2CCC(NC(=O)c3ccccc3C(F)(F)F)C2=O)cc1 (configuration not stated) | -2 | -2
Cc1cccc(-c2noc(C3CCCN3S(=O)(=O)c3cc(C)c(C)cc3C)n2)c1 (configuration not stated) | -39 | -3
O=C(NCc1cccs1)Nc1nnc(Cc2ccc(F)cc2)o1 | -11 | 1
CCNC(=O)N1CCCC(c2cccc(C(=O)NC3CCCCCC3)c2)C1 (configuration not stated) | -8 | -1
Cn1c(CNC(=O)c2cn3ccccc3n2)nc2ccccc21 | 6 | -18
CCCCCCCC1CCC(c2ccc(C#N)c(Cl)n2)CC1 (configuration not stated) | -18 | 2
N#Cc1ccc(-c2ccncc2)nc1SCc1cccnc1 | -3 | x
CC(C)NC(=O)c1cc(S(=O)(=O)N2CCOCC2)ccc1Cl | -6 | 3
Cc1ccc(-c2cc(C(=O)N3CCCCCC3)ccn2)s1 | 4 | -5
COc1ccccc1-c1c(Cc2ccccc2)[nH]n2c(=O)cc(-c3ccccc3)nc12 | 67* | 2
CC12CCC(C(=O)NN)(OC1=O)C2(C)C (configuration not stated) | -7 | -5
COc1ccccc1/C=C1/NC(=O)N(CC(=O)Nc2cccc(C)c2)C1=O | 3 | -2
CC(=O)NCCc1csc(C2CCN(C(=O)Nc3cccc(C)c3)CC2)n1 | 4 | -2
O=C(COc1ccc(C2SCCS2)cc1)Nc1cc(Cl)cc(Cl)c1 | x | -9
O=C1CC(Nc2ccc(F)cc2)C(=O)N1c1ccc(F)cc1 (configuration not stated) | -4 | 1&-8
COc1ccccc1N1CCN(C(=O)c2cccc(C#Cc3ccccc3)c2)CC1 | 20 | 4
COc1cccc(C(=O)Nc2cccc(-c3ccc(N4CCCC4)nn3)c2)c1OC | 28 | -3
Cc1oc(C2CCN(C(=O)C3CCCO3)CC2)nc1C(=O)N1CCCC1 (configuration not stated) | 1 | -6
Cn1nc(-c2nc(-c3ccccc3)no2)c2c1CCN(C(=O)c1ccc(F)c(F)c1)C2 | 10 | 1

# Rows were taken by chance; any-hit rate near 3.7%.
